Statin myotox sup: suppression of simvastatin myotoxicity. C2C12 myotubes + simvastatin, ATP luminescence, 48 h; scaled: DMSO 0, geranylgeraniol control 100. hit rate 0.78% among 330,000. AID 602340. rescue of ATP level, % at 7.49 µM;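 active means mean ATP rescue above about 67%, or every replicate alone reaching that limit, limit read from the data, passing the limit was not always enough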;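 further: myotubes were challenged with 10 µM simvastatin during compound exposure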
ARNT TACC3 PPI: ARNT/TACC3 interaction disruption. hit rate 0.66% among 390,000. inhibition, % at 9.99 µM. AID 623870. Q9Y6A5. AlphaScreen His-ARNT PAS-B/GST-TACC3 binding, luminescence; TACC3 fragment carries E629A point mutation;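 active means mean inhibition of replicates at least 50% and at least half of replicates each reaching 50%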;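 further: 0% = complete ARNT plus TACC3 wells and 100% = ARNT alone without TACC3; many hits fall short of the cut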
Cneo AK release: Cryptococcus neoformans lysis via adenylate kinase release | C. neoformans lysis, adenylate kinase release luminescence, 4 h; normalised: neutral wells 0, clomiphene wells 100 | hit rate 0.2% among 360,000 | lysis activity, % at 15 µM;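 active means mean lysis activity across replicates of at least 80%, whatever share of replicates individually reach that level; inactive means mean lysis activity below 80%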
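Test system: log-phase Cryptococcus neoformans yeast cells; Quantity: yeast cell density of 5 × 10^6 cells/mL; Buffer or medium: YPD; Doses: single compound concentration per well; Timing: 4 h at 37 °C static, read 1 h later; Measured by: AK luminescence; Read-out basis: lysis from increased AK signal; Control set: Clomiphene as positive control.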
PAX8 reporter: inhibitors of PAX8 transcriptional activity in RMG-I cells; RMG-I TPO-luciferase reporter, SteadyGlo, 24 h; inhibition, % at 12.6 µM; hit rate 1.2% among 360,000; AID 652154;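 active means mean replicate inhibition at least 60% with every replicate also reaching 60%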;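 further: luciferase light reporting Pax8 driven TPO promoter activity; plate controls were median of neutral control wells for no effect and mitoxantrone controls for full effect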
LGR2 antag: Drosophila LGR2 receptor signaling inhibition | AID 720647 | inhibition, % at 9.99 µM | HEK293 LGR2, CRE-luciferase, bursicon-stimulated, 4 h | hit rate 0.35% among 380,000;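 active means drop in luminescence signal, shown as inhibition above about 50% in the replicate tests, limit read from the data, passing the limit was not always enough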;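 further: agonist challenge used bursicon conditioned medium at about half maximal strength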
PglD inh: inhibitors of Campylobacter jejuni PglD acetyltransferase; purified PglD enzyme, DTNB colorimetric CoA detection; AID 602405; hit rate 0.098% among 360,000; inhibition, % at 12.5 µM; in the data active means inhibition above about 16%, passing the limit was not always enough; further: strong numbers were not always called active
GSIS activator: GLuc luminescence reporter in INS-1E cells, primary screen for activators of glucose-dependent secretion of insulin. INS-1E GLuc reporter insulin secretion, 2-3 h. activation, % at 16.6 µM. hit rate 0.61% among 370,000;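 active means lowest replicate activation of at least 40%, so every replicate reaches that level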;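 further: 0% = median of neutral control wells and 100% = median of IBMX positive control wells; some compounds called inactive have numbers as strong as hits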
PGC1a acetyl inh: modulators of PGC1a acetylation; inhibition, % at 15.6 µM; U2OS PGC1a acetylation, AlphaScreen anti-acetyl-lysine; with virally co-expressed GCN5 acetyltransferase; hit rate 0.17% among 350,000;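 active means every replicate shows inhibition of at least 40%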;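 further: 0% = neutral control wells and 100% = positive control wells; some results beyond the cut were filed as inactive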
* marks the source's active call; other numbers are inactive results; nt = not tested or not shown; & = joins results of further samples.

SMILES,Statin myotox sup,ARNT TACC3 PPI,Cneo AK release,PAX8 reporter,LGR2 antag,PglD inh,GSIS activator,PGC1a acetyl inh
COCCCNC(=O)c1cc2c(=O)n3cccc(C)c3nc2s1,-25,-4,-1,12,-10,2,17,nt
Cc1ccc(NC2CCCCC2NS(=O)(=O)c2ccccc2)c(C)c1 (stereo not drawn),30,15,6,16,10,-2,28,-16
COc1nc(-c2ccccc2)nc(C)c1CC(=O)O,6,-3,3,1,11,nt,12,7
CCOC(=O)CN1C(=O)N(CC)C(C)=C(C(=O)OC)[C@@H]1c1ccccc1,-8,4,3,-3,-3,1,0,3
O=C([C@@H]1[C@@H](CO)[C@@H]2Cn3c(ccc(-c4cccnc4)c3=O)[C@H]1N2CCC(F)(F)F)N1CCCCC1,-12,-7,50,-1,-8,-2,-3,nt
CCN1CCN(CC(=O)N2c3ccccc3CC2C)CC1 (stereo not drawn),7,-15,0,nt,-2,4,-4,1
C[C@H](CO)N1C[C@H](C)[C@@H](CN(C)C(=O)c2cc(-c3ccccc3)on2)OCc2cn(nn2)CCCC1=O,12&6&8,6,-1&-4,-18&2&-3,-8&7,-3&0,2&10,3&2&2
Cc1ccc(/C=N/n2nnnc2N)o1,1,-3,1,6,nt,-1,nt,11
C[C@H](CO)N1C[C@H](C)[C@@H](CN(C)C)Oc2ccc(NC(=O)NC3CCCCC3)cc2C1=O,-1,-1,8,-5,-9,4,-8,5
Cc1cc(C)cc(C(=O)NCC(=O)OCC(=O)N2CCCC2)c1,3,nt,-1,-7,-8,-5,nt,-1
Nc1ccc2oc3ncccc3c(=O)c2c1,8,5,0,nt,-24,-3,18,-2
Cc1ccc(-c2nc(C3CCCN(S(=O)(=O)c4ccc(C)cc4)C3)no2)cc1 (stereo not drawn),11,-1,1,-1,-12,2,nt,-19
O=C(C[C@@H]1CC[C@@H](NC(=O)CCN2CCCCC2)[C@@H](CO)O1)Nc1ccc(-c2ccccc2)cc1,2,-9,-4,-9,14,5,-4,0
CNC(=O)C(=O)NCC1CCCN1S(=O)(=O)c1cccs1 (stereo not drawn),nt,-2,-2,-3,1,-2,9,nt
Cc1cc2c(c(SCC(=O)NCc3ccccc3Cl)n1)C(=O)OC2,-4,-4,4,17,-2,-2,21,-8
C=CCN1C(=O)CSc2ccc(C(=O)NCc3ccc(F)cc3)cc21,6,2,-1,11,-13,1,-9,11
C[C@H](CO)N1C[C@H](C)[C@H](CN(C)S(=O)(=O)c2ccc(F)cc2)Oc2ccc(NC(=O)NC3CCCCC3)cc2CC1=O,-3,-7,-1,34,9,-9,-17,8
Cc1cccc(CCNC(=O)CC2C(=O)NCCN2CC2CCCCC2)n1 (stereo not drawn),11,-3,8,0,-19,-8,-2,11
Cc1nn(CC(=O)Nc2c(F)c(F)cc(F)c2F)c(=O)c2cccn12,-3,-4,-2,-7,3,-1,22,10
C[C@@H]1CN([C@H](C)CO)C(=O)Cc2cc(NC(=O)Cc3ccccc3)ccc2O[C@H]1CN(C)C(=O)NC1CCCCC1,-35,-11,4,-1,13,0,-8,-15
Cc1ccc(NC(=O)CCc2nnc3ccc(N4CCC5(CC4)OCCO5)nn23)cc1F,-9,-2,0,10,2,-2,1,0
O=C(Cc1cn(-c2ccccc2)nc1-c1ccccc1)N1CCCCC1,19,7,-1,7,24,-1,-16,nt
O=C(C[C@@H]1C[C@H]2c3cc(NS(=O)(=O)c4ccc(F)cc4)ccc3O[C@H]2[C@@H](CO)O1)NC1CCCC1,0,-4,-2,-1,4,-1,-8,0
Cc1noc(C)c1S(=O)(=O)Nc1ccc2c(c1)C(=O)N([C@H](C)CO)C[C@@H](C)[C@@H](CN(C)C(=O)Nc1cccc3ccccc13)OCCCC[C@@H](C)O2,nt,-15,-3,7,10,0,1,-12
Clc1ccc(OCc2nnc(SCc3nnc(-c4ccccc4)o3)o2)c(Cl)c1,-9,-8,8,-35,nt,-1,nt,2
CCOC(=O)c1ccc(Nc2nc(N)c3cc(OC)c(OC)cc3n2)cc1,-16,1,-8,nt,nt,-5,nt,-3
Cc1ccc(C(=O)N/C(=C/c2cccnc2)C(=O)NCc2ccco2)cc1,nt,-2,nt,8,-5,nt,14,nt
COCC(=O)Nc1ccc2c(c1)[C@H]1C[C@@H](CC(=O)NCCc3ccccc3)O[C@H](CO)[C@H]1O2,-2,-5,-2,16,7,5,14,-4
OCC1OC(n2cnc3c(NCCc4ccccc4)ncnc32)C(O)C1O (stereo not drawn),3,-2,2,-22,-38,-3,2,-1
Cc1cccc(CS(=O)(=O)Cc2ccc(C(=O)NCc3cccs3)o2)c1,29,2,1,4,26,-3,10,-16

(more compounds)
SMILES,Statin myotox sup,ARNT TACC3 PPI,Cneo AK release,PAX8 reporter,LGR2 antag,PglD inh,GSIS activator,PGC1a acetyl inh
CNc1c([N+](=O)[O-])cnn1-c1ccccc1F,nt,3,nt,-30,-31,nt,17,-2
CCCCOC(=O)C1C2C=C[C@]3(CN(C(C)c4ccc(OC)cc4)C(=O)[C@H]13)O2 (stereo partly drawn),1,-6,-2,nt,nt,5,nt,-10
COCCn1c(-c2ccc(F)cc2)nc2cccnc21,-3,4,-1,-9,9,6,33,6
S=C(NCC1CCCO1)Nc1cc(Cl)c(Cl)cc1Cl (stereo not drawn),-19,-10,5,-23,19,5,-8,-6
CCC(=O)Nc1cccc(NC(=O)c2cccc([N+](=O)[O-])c2)c1,nt,15,nt,nt,-4,nt,4,35
CC(=O)c1cccc(NC(=O)C2Cc3c(-c4ccc5c(c4)OCO5)ccnc3O2)c1 (stereo not drawn),4,nt,1,3,-6,4,-10,-22
CN1C(=O)/C(=C/c2ccc(C(=O)Nc3ccc(O)cc3C(=O)O)cc2)SC1=S,-7,-2,-1,-3,18,-12,-1,nt
O=C1CC(c2ccccc2)Cc2nc(N3CCc4ccccc43)ncc21 (stereo not drawn),-36,0,-1,nt,nt,-1,nt,-13
CCc1ccc(NC(=O)N(CCN(C)C)C(C)c2cccnc2)cc1 (stereo not drawn),-2,nt,2,6,-24,2,2,-2
CCCCSc1nnc(C)c(=O)[nH]1,18,-1,-3,nt,2,0,5,-1
COc1ccc(CNCCc2ccc([N+](=O)[O-])cc2)c(OC)c1OC,-3,nt,1,-27,-16,2,5,nt
CN(CC(=O)NCc1ccccc1)CC(=O)Nc1ccc(Cl)c(C(F)(F)F)c1,-12,2,0,9,-4,0,-16,-7
COc1ccc(NC(=O)CN(Cc2ccccc2)S(C)(=O)=O)c(OC)c1,2,6,0,nt,nt,3,nt,2
NC1(C(=O)O)CC1,9,-3,-1,15,-3,-1,nt,3
CCOc1ccc(CCNC(=O)CSc2n[nH]c(N)n2)cc1OCC,nt,2,1,-5,1,0,3,-6
COCC(=O)Nc1ccc2c(c1)[C@@H]1C[C@@H](CC(=O)NCC3CC3)O[C@H](CO)[C@@H]1O2,1,-1,59,nt,14,0,2,-6
CCOC(=O)c1sc2nc(CSc3ccccc3)[nH]c(=O)c2c1C,5,-5,0,-10,3,2,-8,0
[N-]=[N+]=NC1CC(CO)OC1n1ccc(=O)[nH]c1=O (stereo not drawn),4,-4,1,1,10,2,14,2
C[C@H]1CCCCO[C@H](CN(C)S(=O)(=O)c2cccs2)[C@@H](C)CN([C@@H](C)CO)C(=O)c2cc(NS(=O)(=O)c3cccs3)ccc2O1,nt,12,0,17,16,0,-5,2
CN(C)Cc1cn(CC[C@@H]2CC[C@@H](N)[C@H](CO)O2)nn1,-5,9,-1,-5,7,4,-3,7
Cc1nnc(SCC(=O)N/N=C/c2cn(-c3ccccc3)nc2-c2ccc(F)cc2)n1-c1ccccc1,-10,3,-3,nt,-10,2,-22,3
COc1ccc2c(c1OC)C(=O)OC2Nc1ncccc1C (stereo not drawn),6,-2,-2,nt,-2,-3,13,-2
CC(OC(=O)c1ccccc1NCCO)C(=O)NCC(=O)Nc1ccc(F)c(F)c1F (stereo not drawn),-3,-2,1,19,8,-3,0,nt
CCC(=O)N1C[C@@H](C)[C@@H](OC)CN(C)C(=O)c2cc(NC(=O)COC)ccc2OC[C@@H]1C,-2,-2,56,-11,-1,-1,13,3
CCOC(=O)c1c(C)n(C)c2ccc(OC)c(NC(=O)CN3CCN(Cc4ccccc4)CC3)c12,7,2,-1,5,nt,-2,-5,15
NS(=O)(=O)c1ccc(NC(=S)N2CCC(O)CC2)cc1,nt,5,nt,10,-8,nt,-5,11
O=C(CN1C(=O)c2cccc3cccc1c23)Nc1cccnc1,-5,nt,2,12,nt,12,nt,0
Cc1ccc2nc(C3CCCCC3)c(Cc3cccc(F)c3)n2c1,8,nt,15,-22,-4,-2,12,-4
CC(C)N=C1SCC(C)(/C=N/O)S1 (stereo not drawn),nt,1,4,nt,nt,1,nt,-8
C[C@H]1CN([C@@H](C)CO)C(=O)CCCn2cc(nn2)CO[C@@H]1CN(C)CC1CCCCC1,8,-9,49,nt,-4,10,10,1

Structures listed so far that have a nitro group on carbon, in the order listed:
SMILES,Statin myotox sup,ARNT TACC3 PPI,Cneo AK release,PAX8 reporter,LGR2 antag,PglD inh,GSIS activator,PGC1a acetyl inh
CNc1c([N+](=O)[O-])cnn1-c1ccccc1F,nt,3,nt,-30,-31,nt,17,-2
CCC(=O)Nc1cccc(NC(=O)c2cccc([N+](=O)[O-])c2)c1,nt,15,nt,nt,-4,nt,4,35
COc1ccc(CNCCc2ccc([N+](=O)[O-])cc2)c(OC)c1OC,-3,nt,1,-27,-16,2,5,nt

Other compounds.
SMILES,Statin myotox sup,ARNT TACC3 PPI,Cneo AK release,PAX8 reporter,LGR2 antag,PglD inh,GSIS activator,PGC1a acetyl inh
COCCNC(=O)c1cccc2c1C(=O)c1ccc(N3CCOCC3)cc1S2(=O)=O,-3,-3,-4,-15,-11,-4,14,-1
Cc1ccccc1S(=O)(=O)NCC[C@H]1CC[C@@H](NC(=O)C2CCCC2)[C@@H](CO)O1,1,0,-4,13,2,3,3,4
CC(=O)N(C)C[C@@H]1Oc2cc(-c3cccnc3)ccc2S(=O)(=O)N([C@@H](C)CO)C[C@H]1C,-18,-18,0,-40,8,2,12,13
C[C@@H](NC(=O)C[C@H]1C[C@@H]2c3cc(NC(=O)Nc4ccccc4F)ccc3O[C@@H]2[C@H](CO)O1)c1ccccc1,-1,-2,-6,12,-7,3,-6,-2
COc1ccc(Cl)cc1NC(=O)CN(C)C(=O)CCNC(=O)c1ccccc1OC,0,-6,4,5,-19,nt,2,-1
C[C@@H]1CN([C@@H](C)CO)C(=O)c2cc(NC(=O)CCC(F)(F)F)ccc2O[C@H]1CN(C)CC1CC1,11,11,9,-4,-8,1,27,nt
CCCC#Cc1ccc([C@@H]2[C@H](CO)N3C(=O)CN(C(=O)NCCC)C[C@@H]23)cc1,nt,nt,nt,6,6,nt,-17,-1
Cc1ccc(-n2nc3c(=O)n(C(C)C(=O)NCc4ccco4)nc(C)c3c2C)cc1 (stereo not drawn),20,-4,-6,18,-2,2,10,-7
Cc1nc2nc(-c3ccccc3)cn2nc1C,-54,12,-4,nt,-1,-3,-3,5
O=C(O)c1ccc(Sc2nnc(-c3cccc(Br)c3)o2)c([N+](=O)[O-])c1,-13,-36,0,8,nt,3,nt,-20
Cc1cc(Oc2ccc(OCC(N)=O)nn2)nc(Cl)n1,8,-5,-11,18,2,2,5,22
Cc1ccccc1CC(=O)N1CCN(C(=O)C2CCCO2)CC1 (stereo not drawn),nt,-3,1,-5,3,7,0,1

High-throughput results deposited in PubChem by Broad Institute.
